FLuc modulator: firefly luciferase modulation, counter-screen for miR-21 project; P08659; purified FLuc, Km substrates, luminescence inhibition; Potency, µM (top dose mostly 57.5 µM), inactives show top-dose activity change, negative = inhibition, hits mostly inhibitors; hit rate 6.9% among 360,000; AID 588342; active means well fitted inhibition curve with a large enough effect; inconclusive means small, poorly fitted or top-dose-only effect;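 further: plate controls were vehicle for no effect and reference inhibitor for full effect; nearly all actives have a fitted effect of over 55% in size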
Target sequence (P08659 whole entry, looked up): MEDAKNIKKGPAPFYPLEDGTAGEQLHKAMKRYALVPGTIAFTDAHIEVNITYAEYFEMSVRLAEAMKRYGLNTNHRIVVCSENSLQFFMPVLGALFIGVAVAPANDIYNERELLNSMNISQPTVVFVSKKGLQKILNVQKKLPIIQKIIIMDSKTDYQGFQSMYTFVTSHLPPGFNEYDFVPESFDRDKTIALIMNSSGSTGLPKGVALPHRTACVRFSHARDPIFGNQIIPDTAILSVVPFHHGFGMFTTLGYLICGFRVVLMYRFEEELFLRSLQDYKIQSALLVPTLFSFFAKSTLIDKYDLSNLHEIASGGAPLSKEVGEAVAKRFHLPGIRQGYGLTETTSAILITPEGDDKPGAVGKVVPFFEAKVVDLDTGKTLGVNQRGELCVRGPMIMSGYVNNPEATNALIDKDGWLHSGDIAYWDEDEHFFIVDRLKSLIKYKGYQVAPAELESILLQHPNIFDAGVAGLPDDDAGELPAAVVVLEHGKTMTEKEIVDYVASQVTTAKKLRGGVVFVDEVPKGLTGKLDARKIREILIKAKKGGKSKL
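Biochemical qHTS of compounds, final roughly 60 µM downward over six points, against 10 nM purified firefly luciferase using Km concentrations of substrates (10 uM D-luciferin, 10 uM ATP) in Tris acetate pH 7.5 buffer; luminescence output.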
Numbers without * were called inactive; ? = inconclusive. Potency means the concentration at half of the fitted maximal effect. The list is partial, so the mix of outcomes need not match the whole.

SMILES	FLuc modulator
Cc1cc(C)c(S(=O)(=O)NCCc2csc3nc(-c4ccc(Cl)cc4)nn23)c(C)c1	-9.0%
Cc1ccc(-n2cc(-c3ccccc3)nc2S(=O)(=O)CC(=O)Nc2ccc(F)cc2)cc1	?
CCOc1ccccc1NC(=O)Cn1cc(C(=O)c2cccc(OC)c2)c(=O)c2ccc(C)nc21	-5.0%
O=C(Cn1cc(SCc2ccc(F)cc2)c2ccccc21)N1CCCCCC1	-2.1%
COc1ccc(-c2nc(Cn3c(=O)cc(C)c4c(C)nn(-c5ccccc5)c43)c(C)o2)c(OC)c1	0.0%
COc1cc(-c2cc3n(C)c(C)c(CCC(=O)Nc4ccc(F)cc4)c(=O)n3n2)cc(OC)c1OC	3.7%
CCCc1cc(=O)n2[nH]c(NC(=O)c3ccccc3Cl)nc2n1	-19.2%
NC(=O)c1nc(Nc2ccccc2)sc1NC(=O)c1c(F)cccc1F	-16.5%
CCc1cccc(C)c1NC(=O)CSc1nnc(CC)n2c1cc1occc12	-0.5%
Cc1cccc(NC(=O)c2oc3ccccc3c2NC(=O)Cc2coc3c(C)c(C)ccc23)c1	-0.6%
CCOc1ccccc1NC(=O)C(C)n1nnc2sc3c(c2c1=O)CCCC3 (stereo unspecified)	1.8%
Cc1ccc(-n2nc3ccc(NC(=O)COc4ccccc4)cc3n2)cc1Cl	2.3%
COc1ccc(C(=O)Cn2c(=O)c(-c3cc(C)ccc3NC(C)=O)nc3ccccc32)cc1	-6.3%
COc1cc(OC)c(NC(=O)C(c2ccccc2)N2Cc3ccccc3C2=O)cc1Cl (stereo unspecified)	0.4%
O=C(CSc1nc(-c2ccc(F)cc2)[nH]c1-c1ccccc1)NCC1CCCO1 (stereo unspecified)	-9.2%
Cc1ccc(NC(=O)c2c(C)oc3ncnc(N4CCCCC4)c23)c(C)c1	-4.8%
Cc1cccc(C)c1NC(=O)c1sc(-n2nc(C)c(Cc3ccc4c(c3)OCO4)c2C)nc1C	-5.0%
CCOc1ccc(CNC(=O)CCCn2nc(C)c3sc4ccccc4c3c2=O)cc1	-25.4%
COc1ccc(CSc2nc3ncccc3[nH]2)cc1	19µM*
COc1ccc(NC(=O)c2c(NC(=O)c3cccc(C)c3)sc3c2CCC3)cc1	?
COc1ccc(OC)c(S(=O)(=O)Nc2cccc(-c3ccc(N4CCCCC4)nn3)c2)c1	6.01µM*
CC(C)c1ccc(NC(=O)C2CCN(c3nc(-c4ccc(C(C)C)cc4)no3)CC2)cc1	?
CC(C)CNc1ncnc2c1nnn2C	-2.6%
CC(=O)N1c2ccc(S(=O)(=O)NCC3CCC(C(=O)Nc4cccc(C)c4)CC3)cc2CC1C (stereo unspecified)	2.0%
CCc1ccc(OCC(=O)NC(Cc2c[nH]c3ccccc23)C(=O)O)cc1 (stereo unspecified)	?
Cc1ccc(Cn2c(C)c3cnn(CC(=O)N4CCN(c5cc(C)ccc5C)CC4)c(=O)c3c2C)cc1	?
CCOc1ccc(NC(=O)CSc2nc(-c3cccs3)cc(C(F)(F)F)c2C#N)cc1	2.0%
Cc1ccc(CNC(=O)c2cccc(Nc3nc4ccccc4n4nnnc34)c2)cc1	-11.7%
O=c1cc(-c2ccccc2)nc(SCc2nc(-c3ccccc3Cl)no2)[nH]1	?
COC(=O)c1c(NC(=O)c2nc(SC)ncc2Cl)sc2c1CCCC2	0.8%
COc1ccc(-c2cc(C(=O)NCCc3ccc(OC)c(OC)c3)c3c(-c4ccc(F)cc4)[nH]nc3n2)cc1	-0.2%
O=C(NCc1ccccc1)c1ccc2c(c1)N(Cc1ccccc1)C(=O)c1ccccc1S2(=O)=O	-1.0%
COc1ccc(C(=O)Nc2ccc(N(C)Cc3ccccc3)c(C(=O)O)c2)cc1	?
Cc1ccc(-c2nn(-c3cccc([N+](=O)[O-])c3)c3c2cnc2ccc(F)cc23)cc1	-0.2%
Cc1sc(-c2cc3c([nH]c2=O)CC(c2ccccc2)CC3=O)nc1-c1ccc(Cl)cc1 (stereo unspecified)	1.5%
COC(=O)c1cc2occc2n1CC(=O)Nc1ccc(C)cc1Cl	3.6%
CCOC(=O)C1CCCN(S(=O)(=O)c2cc3c4c(c2)CC(=O)N4CCC3)C1 (stereo unspecified)	4.3%
Cc1cccc(Cc2c(C)nc3nc(SCC(=O)NCc4ccc(F)cc4)nn3c2C)c1	-8.8%
Cc1ccc2c(=O)cc(C(=O)N(Cc3ccc(N(C)C)cc3)C3CCS(=O)(=O)C3)oc2c1 (stereo unspecified)	4.1%
CCN(c1ccccc1)S(=O)(=O)c1ccc(NC(=O)c2nc(SC(C)C)ncc2Cl)cc1	0.3%

Reprinted at random: six entries already listed, in no set order.
SMILES	FLuc modulator
Cc1ccc2c(=O)cc(C(=O)N(Cc3ccc(N(C)C)cc3)C3CCS(=O)(=O)C3)oc2c1 (stereo unspecified)	4.1%
Cc1cccc(Cc2c(C)nc3nc(SCC(=O)NCc4ccc(F)cc4)nn3c2C)c1	-8.8%
CCOC(=O)C1CCCN(S(=O)(=O)c2cc3c4c(c2)CC(=O)N4CCC3)C1 (stereo unspecified)	4.3%
Cc1sc(-c2cc3c([nH]c2=O)CC(c2ccccc2)CC3=O)nc1-c1ccc(Cl)cc1 (stereo unspecified)	1.5%
CCN(c1ccccc1)S(=O)(=O)c1ccc(NC(=O)c2nc(SC(C)C)ncc2Cl)cc1	0.3%
COc1ccc(-c2cc(C(=O)NCCc3ccc(OC)c(OC)c3)c3c(-c4ccc(F)cc4)[nH]nc3n2)cc1	-0.2%

(cont.)
SMILES	FLuc modulator
COc1cccc(CNC(=O)CN(C)S(=O)(=O)c2ccc3[nH]c4c(c3c2)CCCC4)c1	1.8%
Cc1ccc2c(c1)c(=O)c(C(=O)c1ccncc1)cn2CC(=O)Nc1ccccc1Cl	-4.2%
Cc1cccc(C)c1OCCCCn1c(C2CC(=O)N(c3ccc(F)cc3)C2)nc2ccccc21 (stereo unspecified)	-9.9%
CCOc1ccccc1NC(=O)C1CCN(S(=O)(=O)c2ccc3[nH]c(=O)oc3c2)CC1	-18.1%
Cc1cc(C(F)(F)F)n2nc(-c3ccc(Br)cc3)cc2n1	3.6%
Cc1cc(Cl)ccc1NC(=O)C1CCN(c2nnc(-n3c(C)ccc3C)s2)CC1	2.6%
COc1ccc(-c2nnc(SCC(=O)NCc3ccc(C)cc3)nc2-c2ccc(OC)c(OC)c2)cc1OC	5.6%
COc1ccc(CN2CCc3nc(N4CCN(c5ccc(F)cc5)CC4)ncc3C2)c(OC)c1OC	-2.7%
O=C(c1ccco1)N(Cc1cccnc1)c1nc2ccc(F)cc2s1	?
O=C(CSc1oc(-c2ccco2)nc1S(=O)(=O)c1ccccc1)c1ccc(Cl)cc1	-4.3%

Overlap with the part before: 2 entries, then new ones.
SMILES	FLuc modulator
O=C(c1ccco1)N(Cc1cccnc1)c1nc2ccc(F)cc2s1	?
O=C(CSc1oc(-c2ccco2)nc1S(=O)(=O)c1ccccc1)c1ccc(Cl)cc1	-4.3%
Cc1cc(C)cc(NC(=O)CN2C(=O)CSc3ccc(S(=O)(=O)N4CCCC4)cc32)c1	-13.6%
CCOc1ccc(C(=O)NCc2ccc3c(c2)CCN3C(=O)c2ccc(C)cc2)cc1OCC	?
Clc1ccc(-c2nc3c4cnn(-c5ccccc5Br)c4ncn3n2)c(Cl)c1	-17.4%
COc1ccc(OC)c([C@@H]2Nc3ccc(C(=O)O)cc3[C@@H]3C=CC[C@@H]32)c1	?
COc1ccc(-c2nc(SCC(=O)Nc3ccc4c(c3)OCCO4)c(-c3ccc(F)cc3)[nH]2)cc1OC	6.75µM*
Cc1ccc(-n2nc3c(N4CCC(C(=O)N(C)Cc5ccccc5)CC4)nnc(C)c3c2C)cc1	-0.3%
CCOc1ccc(C(=O)N(Cc2sccc2C)C2CCS(=O)(=O)C2)cc1 (stereo unspecified)	-6.1%
Cc1cccc(C(=O)NC2=NC(c3ccc(Cl)cc3)CC(=O)N2)c1 (stereo unspecified)	-13.4%
CCc1ccc(CNC(=O)c2c(C)oc3ncnc(N4CCOCC4)c23)cc1	-2.2%
O=C(Nc1cccc(Cl)c1)c1ccc2nc(Cc3ccccc3)oc2c1	-11.7%
Cc1cc(C)cc(Nc2cc(-c3ccccc3)nc(C)n2)c1	-16.6%
COc1cc(NC(=O)c2c(-c3ccc(C)cc3)nnc3ccccc23)cc(OC)c1OC	0.2%
Cc1ccc(S(=O)(=O)c2cn(Cc3ccccc3)c3cc(N4CCOCC4)c(F)cc3c2=O)cc1	-1.7%
Cc1cccc(NC(=O)c2c(NC(=O)c3ccccc3)sc3c2CCC3)c1	?
COc1cccc(N2CCN(S(=O)(=O)c3ccc(-c4cc(C(F)(F)F)on4)s3)CC2)c1	-0.4%
COc1cc(NC(=O)CCn2c(-c3ccccc3)cc(C(C)=O)c2C)cc(OC)c1	-1.9%
CC(C)C(=O)N1c2nc(-c3ccco3)nn2C2(CCCCC2)[C@@H]2CCCC[C@@H]21	-7.0%
O=S(=O)(c1ccc(-n2cnnn2)cc1)N1CCN(c2cccc(Cl)c2)CC1	-0.4%
CCOC(=O)N1CCN(Cc2nc3cc(NC(=O)c4ccccc4Cl)ccc3n2C(C)C)CC1	0.8%
Cc1nn(C)c2c1c(-c1ccccc1)cc(=O)n2Cc1ccc(F)cc1	-6.8%
CCS(=O)(=O)Nc1cc(-c2cn3ccc(C)cc3n2)ccc1C	12µM*
CCn1c(=O)c2sccc2n2c(CCCC(=O)N3CCN(c4ccccc4OC)CC3)nnc12	2.5%
CCCCSc1nc(-c2cccc(OC)c2)nc2c1Cc1c(CO)cnc(C)c1O2	-0.9%
Cc1ccc(CCNS(=O)(=O)c2c(C)nc3sc(C)c(C)n3c2=O)cc1	4.0%
Cc1nn(-c2ccc3nnc(C)n3n2)c(C)c1CCC(=O)Nc1ccc(OC(F)(F)F)cc1	-5.2%
CCOC(=O)c1ccc(CN(Cc2ccc(F)cc2)S(=O)(=O)c2ccc(F)c(C(=O)Nc3ccccc3C(F)(F)F)c2)cc1	-2.5%
O=C(NCc1ccccc1Cl)c1cc2c(s1)-c1ccccc1SC2	-14.2%
COc1cc(S(=O)(=O)NCCc2c(C)[nH]c3ccc(C)cc23)ccc1Br	1.3%
Cc1c(C(=O)Oc2ccc(Br)cc2)sc2ncn(Cc3ccccc3F)c(=O)c12	-1.0%
COc1ccc(OC)c(Nc2ncnc3c2nc2n3CCCC2)c1	3.0%
O=C1c2ccccc2C(=O)C1(c1ccccc1)N1CCN(c2cccc(Cl)c2)CC1	-5.7%
C=C(C)Cn1c(SCC(=O)Nc2cc(C)ccc2C)nc2sc3c(c2c1=O)CCCC3	-20.0%
O=S(=O)(NCC(c1ccco1)S(=O)(=O)c1ccccc1)c1ccccc1 (stereo unspecified)	-9.8%
Cc1cc(C)c2c(=O)c3c(oc2c1)C(=O)N(Cc1ccc(F)cc1)C3c1cccc(O)c1 (stereo unspecified)	-7.9%
Fc1ccccc1-c1nc(N2CCN(c3cccc(Cl)c3)CC2)c2ccccc2n1	-4.4%
Cc1noc2ncnc(N3CCN(c4cccc(C(F)(F)F)c4)CC3)c12	-7.4%
CCOc1cccc(CC(=O)NCc2ccc3c(c2)CCN3C(=O)c2ccc(F)cc2)c1OCC	-14.1%
Cc1ccc(-n2ncc3c(NCCC4=CCCCC4)ncnc32)cc1	?
COc1cccc(NC(=O)C(=O)NCCc2csc(-c3ccc(C)cc3)n2)c1	?
COc1cccc(N2CCN(C(=O)C3CCN(S(=O)(=O)c4cccc5nonc45)CC3)CC2)c1	-0.9%
CCc1ccc(C2CC(=O)Nc3c2c(C)nn3-c2nc(C)cc(C)n2)cc1 (stereo unspecified)	-15.5%
CCc1ccc(NC(=O)C2CCN(c3nnc(-n4c(C)ccc4C)s3)CC2)cc1	-6.3%
CCOc1ccccc1NC(=O)C(Cc1ccccc1)NS(=O)(=O)c1ccc2c(c1)oc(=O)n2C (stereo unspecified)	2.0%
O=C(CSc1nnc(-c2cccc(F)c2)c(-c2cccc(F)c2)n1)NC1CCCCC1	4.2%
COc1ccc(-c2noc(N3CCC(C(=O)Nc4ccc(C)c(F)c4)CC3)n2)cc1OC	7.3%
CCc1ccccc1NC(=O)c1cc(S(=O)(=O)N2CCc3ccccc32)ccc1F	2.5%
O=C(NCCc1ccc(Cl)cc1)c1ccc2nc(CCc3ccccc3)oc2c1	1.3%
O=C(Nc1ccc(S(=O)(=O)N2CCCCC2c2cccnc2)cc1)c1ccc(F)cc1 (stereo unspecified)	-2.7%
CC(C)CC(=O)Nc1nnc(SCc2cc(=O)n3ccccc3n2)s1	-7.0%
CCc1nn(CC(=O)NCCc2ccc(OC)cc2OC)c(=O)c2cc3sccc3n12	-11.7%

Other results
SMILES	FLuc modulator
CCOc1ccc(CC(=O)NCCS(=O)(=O)N2CCN(c3ccccc3OC)CC2)cc1	-5.9%
Cc1ccc(CNC(=O)c2ccc(-n3c(C)cc4c3CCCC4)cc2)cc1	-11.4%
O=C(Nc1cc(F)ccc1F)c1ccc(CN2CC(=O)N3CCCCC3C2=O)cc1 (stereo unspecified)	2.7%
Cc1ccccc1OCCn1cc(C(=O)c2ccco2)c2ccccc21	3.7%
NC(=O)C1CCN(C(=O)Cn2c(-c3cccs3)cc3ccccc32)CC1	-0.5%
COc1ccc(-c2cc(C)no2)cc1S(=O)(=O)N1CCc2ccccc21	-8.1%
CC(C)c1ccc(NC(=O)CN2C(=O)c3cccc4cccc2c34)cc1	2.2%
Cc1nnc2c3ccccc3nc(N3CCN(c4cccc(Cl)c4)CC3)n12	-10.8%
CCc1cccc(NC(=O)CN(C)S(=O)(=O)c2ccc3c(c2)CCCN3C(C)=O)c1	2.4%
COc1ccc(OC)c(NC(=O)C2Cc3ccccc3CN2S(=O)(=O)c2ccc(F)cc2)c1 (stereo unspecified)	1.1%
Clc1cccc(N2CCN(c3nc4ccccc4n4nnnc34)CC2)c1	1.5%
CC(C)CN1CCc2nc(N3CCN(c4ncccn4)CC3)ncc2C1	-3.7%
CCc1ccccc1NC(=O)c1cc(S(=O)(=O)NCCc2ccc(OC)c(OC)c2)ccc1F	-3.7%
COc1ccc(-c2nc(CSCC(=O)N3CCN(c4ccc(F)cc4)CC3)c(C)o2)cc1	-12.0%
